# Screening results: PubChem BioAssay, National Center for Advancing Translational Sciences (NCATS)
# A350 autofl – A350 region autofluorescence | Compound autofluorescence, 340/450 nm, Alexa 350 dye-equivalents; hits give high values | max dye-equivalent concentration, M | 59,000 tested, 11% active; in the data active = max dye-equivalent concentration above about 10 nM; inconclusive = mostly about 1.1 nM to 9.6 nM
# BRCT PPI red – disrupts BRCA1 BRCT binding to phosphoprotein, red fluorophore readout; AID 892; 75,000 tested, 0.03% active; P38398; Potency, µM (doses to about 76.9 µM), without a hit: at the top dose activity change, negative = inhibition, usual class: inhibitors; BRCT-phosphopeptide binding, red fluorescence polarization; note: % is set by controls: 0 for no effect and ±100 for the full control effect
#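 Fluorescence polarization: 100 nM His-tagged BRCA1 BRCT with 100 nM TAMRA-labelled phospho-BACH1 decapeptide, phosphate buffer pH 7.3 with 150 mM NaCl, DTT, 0.01% Tween 20; 12 min RT. Binding inhibition seen as FP decrease.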
# BRCT inh green – BRCA1 BRCT-phosphoprotein interaction inhibition; P38398; BRCA1 BRCT-phosphopeptide binding, green fluorescence polarization; Potency, µM (top dose mostly 76.9 µM), without a hit: top-dose activity change, negative = inhibition, most hits filed as inhibitors; 75,000 tested, 0.05% active;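 note: potency is the fitted concentration of half-maximal effect; plate controls were peptide without protein for full effect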
#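 Fluorescence polarization: His-tagged BRCT (~35 kDa BRCA1 C-terminus, 250 nM) bound to 100 nM fluorescein-labeled phosphorylated 10-aa BACH1 peptide, pH 7.3 phosphate buffer with DTT and Tween 20. Compounds incubated 12 min at room temperature; inhibition read as lowered polarization.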
# Casp7 inh – caspase-7 (human) inhibition, allosteric or competitive. P55210. recombinant caspase-7, Ac-DEVD-AFC fluorescence rate. Potency, µM (doses to about 57.5 µM), for inactives: at the top dose activity change, negative = inhibition, hits mostly inhibitors. 75,000 tested, 0.02% active; active = well fitted inhibition curve with a large enough effect in the main read-out, with a control signal flat, not every such curve was filed as active; inconclusive = small, poorly fitted or top-dose-only effect, or a change in a side signal; note: potency is the fitted concentration of half-maximal effect; % of control where 0% means no effect
# Epigenetic mod – epigenetic GFP locus derepression in mouse cells. mouse C127i GFP locus derepression, cytometry, 30 h. Potency, µM (top dose mostly 46.1 µM), for the others: at the top dose GFP derepression (activation). 68,000 tested, 0.09% active. AID 597; note: % of control where 0% means no effect
#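 Murine C127i mammary cells carrying a silenced, stably integrated CMV-driven GFP reporter were treated with compound for 30 hours at 37 C. After PBS washes, GFP-positive cells were counted by laser-scanning microplate cytometry.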
# 4MU fluor – compounds fluorescent in 4-MU spectral region. compound autofluorescence, 340/450 nm, 4-MU equivalents; hits give high values. max dye-equivalent concentration, M. 59,000 tested, 11% active. AID 589; in the data active = max dye-equivalent concentration above about 10 nM; inconclusive = mostly about 1.1 nM to 9.6 nM
#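 Intrinsic fluorescence at 340/450 nm (ex/em) was read after 15 min at room temperature in pH 8.0, 100 mM Tris. Each compound concentration expressed as 4-MU-equivalent concentration from a six-point 4-MU standard series on each plate.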
# USP2a inh – blocks human ubiquitin-specific protease USP2a. O75604. USP2a enzymatic assay, qHTS inhibition. Potency, µM (titrated, usually from 38.3 µM), for the others: top-dose activity change, negative = inhibition, most hits filed as inhibitors. 60,000 tested, 0.1% active. AID 927;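 note: potency is the fitted concentration of half-maximal effect; nearly all actives have a fitted effect of over 60% in size; plate controls were DMSO for no effect and NEM full inhibition control for full effect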
#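 USP2 core (20nM final) preincubated 30 min RT with compound, then Ub-PLA2 20nM and NBD C6-HPC 20uM final added; buffer 20mM Tris-HCl pH 8.0, 2mM CaCl2. Fluorescence Ex 460/Em 535 read at 0 and 2.5 h; normalized to NEM.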
# Ub-GFP proteasome – ubiquitin-GFP accumulation via proteasome inhibition. Potency, µM (highest dose often 45.9 µM), for the others: at the top dose activation (GFP accumulation), most hits filed as activators. 67,000 tested, under 10 active. Ubiquitin-GFP reporter cells, proteasome inhibition, GFP fluorescence; response scale: untreated = 0%, 10 µM MG-132 = 100%; active = well fitted activation curve with a large enough effect, not every such curve was filed as active; inconclusive = small, poorly fitted or top-dose-only effect, or another doubt; inactive = no such curve, though single readings can be large or run the other way; note: potency is the fitted concentration of half-maximal effect
#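 Proteasome block read as GFP accumulation: ubiquitin(G76V)-GFP U2OS cells exposed to compound (2.9 nM–46 uM) for 4 hr at 37 C. Normalization used untreated cells as 0% and 10 uM MG-132 as 100%; concentration-response curves fitted.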
# Caspase-1 inhib – allosteric or competitive inhibitors of human caspase-1; P29466; Caspase-1 enzyme, Ac-WEHD-AFC fluorogenic rate; AID 900; 75,000 tested, 0.03% active; Potency, µM (top dose mostly 57.5 µM), inactives show at the top dose activity change, negative = inhibition, most hits filed as inhibitors;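 note: potency is the fitted concentration of half-maximal effect; plate controls were vehicle for no effect and no substrate for full effect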
# Fluorescein fluor – compound autofluorescence in fluorescein spectral region | Compound autofluorescence, 480/540 nm, fluorescein-equivalent; hits give high values | 59,000 tested, 0.91% active | max fluorescein-equivalent concentration, M; in the data active = max fluorescein-equivalent concentration above about 10 nM; inconclusive = between about 1.1 nM and that limit
#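 Read-out is intrinsic compound fluorescence at 480/540 nm (excitation/emission), expressed as dye-equivalent concentration using a fluorescein standard series run on every plate. Compounds sat 15 min at room temperature in 100 mM Tris, pH 8.0.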
# HEK293 cAMP ctrl – raises cAMP in parental HEK293 cells, TSHR agonist counter-screen; parental HEK293 CNG cAMP sensor, membrane potential fluorescence; Potency, µM (titrated, usually from 57.1 µM), without a hit: at the highest dose activation, usual class: activators; 73,000 tested, 2.5% active; note: potency is the fitted concentration of half-maximal effect; % of control where 0% means no effect; nearly all actives have a fitted effect of over 55% in size
#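 Counterscreen for endogenous-receptor signalling: CNG-channel HEK 293 cells report cAMP rise by membrane depolarization. After 60 min dye equilibration with 100 uM RO 20-1724, compounds incubated 30 min before bottom-read fluorescence at 590 nm.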
# * = called active by the depositor; i = inactive; ? = inconclusive; / = no result given; [ ] = another dose, or the depositor's remark. Unless noted, calls come from the whole dose curve; as a rule, active = well fitted curve in the direction sought with a large enough effect; inconclusive = small, poorly fitted or top-dose-only effect, or another doubt; inactive = no such curve, though single readings can be large; an effect the other way counts as inactive or inconclusive. Some of the compounds tested; count on the stated rates, not on these rows.
SMILES,A350 autofl,BRCT PPI red,BRCT inh green,Casp7 inh,Epigenetic mod,4MU fluor,USP2a inh,Ub-GFP proteasome,Caspase-1 inhib,Fluorescein fluor,HEK293 cAMP ctrl
O=C1c2ccccc2C(=O)N1C/C=C/CN1C(=O)c2ccccc2C1=O,/,0.7%,-0.9%,-3%,2%,/,1%,-3%,1%,/,9%
N#C/C(=C(/O)CN1C(=O)c2ccccc2C1=O)c1nc2ccccc2[nH]1,/,1.1%,-2.9%,0%,-2%,/,10%,4%,-3%,/,3%
Cc1ccc(N2CCN(C(=O)N3CCCC3)CC2)cc1Cl,i,-0.4%,-1.6%,0%,0%,i,7%,2%,-1%,i,12%
CCC/C=C(\CCC)C(NC(=O)c1ccc(C(F)(F)F)cc1)c1ccc(C(F)(F)F)cc1 (stereo not drawn),/,-1.1%,0.6%,1%,/,/,/,/,-1%,/,27%
c1ccc(CCn2nnnc2C(c2cccs2)N2CCOCC2)cc1 (stereo not drawn),i,1.0%,-2.1%,7%,3%,i,-2%,0%,-1%,i,13%
CC(=O)CC(C)(C)n1nnc(-c2ccccc2)n1,?,0.5%,-0.5%,0%,2%,i,-1%,7%,-1%,i,6%
Cc1ccc(-c2nnn(CCC(=O)NC3CCCC3)n2)cc1,i,-1.1%,-3.7%,2%,1%,i,2%,3%,1%,i,15%
O=c1ccc2cc(S(=O)(=O)Nc3ccc(F)cc3)ccc2o1,i,-0.2%,1.1%,1%,2%,i,2%,4%,-2%,i,-3%
O=C(CSc1nc(-c2cccs2)cc(C(F)(F)F)n1)NCc1ccco1,i,-0.6%,-0.5%,-1%,0%,i,12%,1%,1%,i,?
CC(=O)N1CCC2(CCN(Cc3cc(C(F)(F)F)cc(C(F)(F)F)c3)CC2)CC1,i,0.9%,-2.0%,0%,2%[9.22 µM],i,91%[activator],-2%,1%,i,-11%
COc1ccc(N(CC(=O)N2CCC(C)CC2)S(=O)(=O)c2c(C)nn(C)c2C)cc1,/,0.2%,-1.5%,-2%,/,/,/,14%,-4%,/,-2%
Cc1ccc(Cn2ccc(NC(=O)c3cc(-c4cccc(Cl)c4)on3)n2)cc1,i,1.0%,-2.2%,1%,0%,i,1%,6%,0%,i,?
Cc1ccc(Nc2nc(C)cc(C)n2)c(Br)c1,i,-0.9%,-1.9%,0%,0%,i,2%,-6%,0%,i,13%
O=C(O)C1CCN(S(=O)(=O)N2CCOCC2)CC1,?,1.3%,-1.4%,-1%,2%,i,-6%,-3%,-1%,i,-6%
CC1=NS(=O)(=O)c2cc(Cl)ccc2N1,?,-5.1%,-3.7%,1%,2%[20.6 µM],?,11%,5%,-3%,?,?
CCC(=O)Nc1cnc(NC(=O)c2cccc(F)c2)cc1C,i,-3.9%,-3.8%,3%,0%,i,/,3%,1%,i,8%
CC(C)(C)c1ccccc1OCCCCCNCCO,/,0.6%,-1.9%,-1%,-2%,/,-16%,-11%,-1%,/,4%
Cc1ccc(S(=O)(=O)NCc2ccco2)c(C)c1C,?,0.3%,-1.5%,-2%,-2%,i,21%,-3%,1%,?,9%
O=C(CCCCn1c(=O)[nH]c2ccccc2c1=O)NCCc1c[nH]c2ccccc12,/,-0.1%,-2.0%,-2%,/,/,/,0%,-2%,/,1%
Cc1cc(C)nc(NC2=NCC(=O)N2c2ccc3c(c2)OCCO3)n1,?,-1.7%,-0.2%,1%,-6%,i,-2%,-6%,-4%,i,3%
CCc1cccc2c(-c3ccccc3)c3c(nc12)OCC3,/,1.6%,0.1%,-3%,/,/,/,/,0%,/,?
O[C@@](CCN1CCCC1)(c1ccccc1)C1CCCCC1,i,-0.1%[34.4 µM],0.8%[34.4 µM],0%[25.7 µM],16%[20.6 µM],i,-2%[17.1 µM],-1%[20.5 µM],-2%[25.7 µM],?,21%[25.6 µM]
CCOCCCNC(=O)C(NC(=O)CNC(C)=O)c1ccc(Cl)cc1 (stereo not drawn),i,-0.4%,-1.8%,1%,0%,i,3%,-5%,0%,i,4%
CCCn1c(=O)c2ccccc2n2c(SCCOc3ccc(Cl)cc3)nnc12,i,-1.0%,-1.6%,-1%,0%,i,13%,3%,2%,?,25µM*
CCOC(=O)c1ccc(NC(=O)N(CC)CC)cc1,/,0.0%,-0.1%,-3%,0%,/,0%,7%,-2%,/,10%
Cn1c(=O)[nH]c(=O)c2c1nc(NCCCn1ccnc1)n2Cc1ccccc1,i,0.9%,-1.8%,0%,-3%,i,2%,-12%,7%,?,30%
COc1ccc2[nH]c(=O)c(CN(C(=O)C3CCCO3)c3ccc(C)cc3)cc2c1 (stereo not drawn),4.5e-07M*,-0.5%,1.4%,-4%,4%,3.4e-07M*,14%,-9%,-3%,i,8%
COc1ccc(-c2onc3ccc(Cl)cc23)cc1OC,1.6e-08M*,0.3%,-0.2%,-15%,0%,1.7e-08M*,29%,-8%,?,i,?
Clc1cccc2sc(N3CCCC3)nc12,i,-2.0%,0.6%,0%,0%,i,-11%,-18%,1%,?,14%
N#C[C@@H]1[C@@H]2C(=O)N(c3ccc4c(c3)OCCO4)C(=O)[C@@H]2C2c3ccccc3C=CN21 (stereo partly drawn),i,-0.9%,5.7%,?,4%,i,25%,10%,32µM*,1.3e-08M*,-3%
CCOc1ccc(C2NC(=O)c3ccccc3O2)cc1 (stereo not drawn),1.8e-08M*,-0.1%,-0.7%,-1%,-2%,1.2e-08M*,1%,/,-1%,i,-1%
COCCn1c(SCC(=O)N2CCCc3ccccc32)nc2ccccc2c1=O,i,-0.1%,3.5%,5%,-4%,i,11%,-3%,-2%,i,20µM*
Cn1c(-c2cccc(Br)c2)cnc1NCc1cccnc1,i,0.4%,-0.8%,2%,2%,i,/,-3%,-1%,i,-2%
O=C(c1nc2nc(-c3ccc(Cl)cc3)cc(C(F)(F)F)n2n1)N1CCOCC1,3.8e-08M*,-0.9%,-1.8%,-1%,-2%,4.3e-08M*,15%,1%,-1%,i,-9%
CC1=Nn2c(nnc2C2CCCCC2)SC1,i,0.4%,-2.5%,-1%,9%,i,-3%,2%,0%,i,5%
C[C@H](C(=O)C=[N+]=[N-])N1C(=O)c2ccccc2C1=O,i,0.0%,-2.8%,-1%,-2%,i,-1%,/,1%,i,-3%
O=C1c2ccccc2C(=O)N1Cc1nc(-c2cccnc2)no1,i,-0.1%,0.1%,-4%,0%,i,0%,2%,0%,i,0%
O=C(CN1C(=O)CCSc2ccccc21)Nc1ccc(F)cc1,/,-0.4%,-6.0%,-3%,/,/,/,/,2%,/,-7%
COC(=O)c1cc(COc2ccc3oc(C)c(C(=O)OC)c3c2)c(C)o1,/,-0.4%,1.4%,-4%,2%,/,-6%,13%,-4%,/,16µM*
CSc1nc2nc(-c3ccccc3)cc(C(F)(F)F)n2n1,3.7e-07M*,-1.2%,0.0%,-3%,0%,3e-07M*,2%,-2%,-1%,i,3%
COc1ccc(Cl)cc1C(=O)Nn1cnc2ccccc2c1=O,i,1.0%,0.7%,0%,3%,i,-15%,-12%,1%,i,?
N#CCCNCC1(c2ccccc2)CCCC1,i,0.6%,-0.8%,-1%,3%,i,-2%,1%,-1%,i,?
CC(C)(C)NC(=O)CSc1nncn1NCc1ccccc1,i,0.5%,-0.3%,-1%,4%,i,2%,-3%,1%,i,2%
COc1ccccc1-c1cc(C(=O)NCCN2CCOCC2)no1,i,0.2%,-1.1%,1%,0%,i,-5%,0%,1%,i,-2%
CC(Oc1ccc2c(-c3ccccc3)cc(=O)oc2c1)C(=O)O (stereo not drawn),2.3e-08M*,-1.7%,-2.6%,1%,0%,2.3e-08M*,-8%,0%,-1%,i,28%
CCCCOc1ccc(-c2ncc(C(=O)OCC)c(N)n2)cc1,i,-2.1%,-2.4%,0%,-2%,i,26%,-4%,1%,?,15%
COc1ccccc1OCc1nnc(SCC(=O)N2CCCCC2)n1-c1ccccc1,?,-0.5%,-1.7%,0%,1%,i,10%,-2%,0%,i,4%
O=C(O)C1CC=CCC1C(=O)Nc1cc(Cl)ccc1Cl (stereo not drawn),i,0.7%,-1.3%,-1%,-4%,i,3%,-1%,1%,?,-2%
Cc1cc(N/C(=N\S(=O)(=O)c2ccc(Cl)cc2)c2ccc(F)cc2)no1,i,0.3%,0.3%,3%,2%,i,5%,10%,0%,i,13%
COCCNC(=O)C1c2ccccc2C(=O)N(CCOC)C1c1ccc(F)cc1 (stereo not drawn),i,1.3%,-1.6%,1%,-4%,i,2%,-11%,0%,i,4%
